# GPR151 activ: activates the human receptor GPR151; Q8TDV0; PathHunter beta-arrestin GPR151 cells, luminescence; activation, % at 11.2 µM; 650,000 tested, 1% active; AID 1508602; in the data active = activation above about 4.9%;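 note: 0% = median of compound wells and 100% = cells with positive control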
# Target sequence (Q8TDV0 whole entry, looked up): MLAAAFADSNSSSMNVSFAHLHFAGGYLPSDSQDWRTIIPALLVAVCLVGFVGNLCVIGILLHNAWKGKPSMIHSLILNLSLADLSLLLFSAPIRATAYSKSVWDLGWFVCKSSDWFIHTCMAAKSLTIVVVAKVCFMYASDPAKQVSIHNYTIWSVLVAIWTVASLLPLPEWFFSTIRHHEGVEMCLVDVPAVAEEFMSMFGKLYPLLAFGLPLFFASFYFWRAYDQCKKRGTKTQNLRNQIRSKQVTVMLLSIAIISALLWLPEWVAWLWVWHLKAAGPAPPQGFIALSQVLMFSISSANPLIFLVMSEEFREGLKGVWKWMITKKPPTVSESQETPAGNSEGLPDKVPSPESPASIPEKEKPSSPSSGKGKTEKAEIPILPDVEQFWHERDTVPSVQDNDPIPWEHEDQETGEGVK
# TEAD-YAP inh: TEAD-YAP interaction inhibition. HEK-TIYL cells, TEAD-Gal4/YAP UAS-luciferase luminescence. inhibition, % at 9.12 µM. AID 1259422. 640,000 tested, 1.4% active; in the data active = inhibition above about 32%;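 note: 0% = median of test compound wells and 100% = reference inhibitor wells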
# FBW7 activator: human FBW7 E3 ligase activation, primary screen; normalized activity (activation), % at 26.1 µM; Q969H0; AID 1259310; AlphaScreen FBW7–phospho-cyclin E peptide binding, activator screen; 650,000 tested, 0.13% active; in the data active = normalized activity above about 1.9%;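 note: purified mutant Fbw7 with reduced substrate affinity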
# MITF primary: inhibitors of human MITF | inhibition, % at 2.6 µM | AlphaScreen MITF homodimerization, bead proximity signal | 650,000 tested, 0.91% active | O75030; in the data active = inhibition above about 50%;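 note: 0% = vehicle wells with protein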
# Target sequence (O75030 whole entry, looked up): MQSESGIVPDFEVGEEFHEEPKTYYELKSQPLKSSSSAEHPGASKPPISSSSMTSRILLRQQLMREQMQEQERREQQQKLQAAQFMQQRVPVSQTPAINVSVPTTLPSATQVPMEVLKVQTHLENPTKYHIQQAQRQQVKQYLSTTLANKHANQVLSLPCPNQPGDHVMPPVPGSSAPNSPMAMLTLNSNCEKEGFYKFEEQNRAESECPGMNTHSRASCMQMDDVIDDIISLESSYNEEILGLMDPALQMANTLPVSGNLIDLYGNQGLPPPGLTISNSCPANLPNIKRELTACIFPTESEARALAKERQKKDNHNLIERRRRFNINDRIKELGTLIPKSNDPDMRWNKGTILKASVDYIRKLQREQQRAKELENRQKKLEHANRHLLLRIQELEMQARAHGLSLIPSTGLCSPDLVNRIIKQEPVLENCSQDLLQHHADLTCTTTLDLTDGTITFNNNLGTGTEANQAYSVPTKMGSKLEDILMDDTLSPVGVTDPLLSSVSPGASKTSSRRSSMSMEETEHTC
# * marks the source's active call; other numbers are inactive results; & = joins results of further samples.
SMILES,GPR151 activ,TEAD-YAP inh,FBW7 activator,MITF primary
CCS(=O)(=O)c1ncc(Cl)c(C(=O)Nc2cccc(C(F)(F)F)c2)n1,-1.8,34*,-0.1,-2
Cc1ccc(/C=C(\C#N)C(=O)Nc2ccc(I)cc2)o1,0.4,-29,0.0,5
CC(=O)c1ccc(OCCCC(=O)Nc2nc(-c3cccnc3)cs2)cc1,0.1,1,-0.1,-1
Cc1cc2n[nH]c(=S)n2c2ccccc12,-1.3,-10,0.7,10
CCN(C(=O)c1cc2cc([N+](=O)[O-])cc(OC)c2oc1=O)c1cccc(C)c1,0.1,-2,0.7,-2
O=C(N/N=C/c1cccc(F)c1)c1ccc(O)cc1,2.7,-5,-0.1,-5
COc1ccc(-n2nc3cc(C)c(NC(=O)c4cccnc4Cl)cc3n2)cc1,0.3,-21,-0.2,-5
Cc1ccc(-c2ccc(C(=O)NCc3ccco3)c(N(C)C)n2)cc1,1.2,-2,0.0,15
COC(=O)[C@@H](NC1CCN(c2cccc(NC(=O)c3ccccc3OC)c2)CC1)C(C)C,-0.5,16,0.0,10
CS(=O)(=O)N(CC(=O)O)Cc1ccccc1,1.4,9,0.8,-11
FC(F)(F)c1cccc(NC(=S)N2CCSC2c2ccc(Br)cc2)c1 (configuration not stated),6.4*,-5,-0.2,-12
CCCOC(=O)COc1cc2oc(=O)c3c(c2cc1Cl)CCC3,-0.5,-10,0.0,-9
CC1(C)CC(=O)c2c(oc3ccc(NS(=O)(=O)c4cc(Cl)ccc4Cl)cc23)C1,0.9,9,-0.1,-7
O=C1CCC(=O)N1OCCCOc1ccccc1-c1ccccc1,0.5,-3,0.0,-11
CCN(CC)S(=O)(=O)c1cccc(C(=O)Nc2ccccc2C(=O)Nc2ccccc2)c1,2.1,-17,-0.1,6
Cc1ccc(-n2cc(-c3ccccc3)c3c(N4CCCCCC4)ncnc32)cc1,-0.8,-2,1.1,3
COc1cc(C(=O)Nc2ccc(C(=O)OC3CCCCC3)cc2)cc(OC)c1OC,0.5,-25,0.2,8
Cc1cc(C)n(CNc2nonc2C)n1,-0.7,-2,0.3,13
COc1ccc(C2Nc3ccccc3C(=O)N2Cc2ccco2)cc1CN1C(=O)c2ccccc2C1=O (configuration not stated),-1.4,-16,0.7,19
COc1cccc(N2CCN(S(=O)(=O)c3cccc4cccnc34)CC2)c1,-0.5,-6,-0.2,-14
Cn1cc(-c2cnc3c(n2)[nH]c(=O)n3Cc2ccc(F)cc2)cn1,0.2,-7,0.5,10
O=C(NC(=O)C(F)(F)F)Nc1nc(-c2ccccc2)cs1,-0.8,-12,0.3,7
COC(=O)c1ccc(-c2ccc(/C=C3/C(=O)N(c4ccc(Cl)c(C(=O)O)c4)N=C3C)o2)cc1,-0.1,-1,0.0,-5
CCOc1ccc(NC(=O)N2CCN(CC)CC2)cc1,5.5*,3,0.0,-10
CC(Oc1ccccc1)C(=O)Nc1cccc2ccccc12 (configuration not stated),-0.6,5,0.1,-9
# Further results
SMILES,GPR151 activ,TEAD-YAP inh,FBW7 activator,MITF primary
CN(Cc1ccccc1)C(=O)CN(C)S(=O)(=O)c1ccc(F)cc1,-0.3,5,0.1,4
COc1ccccc1C1C=C(c2ccc(I)cc2)Nc2nnnn21 (configuration not stated),-0.7,-3,0.0,2
CCn1c(=S)sc2c(=O)n(-c3ccccc3)c(SCC(=O)NC3CCCCC3)nc21,-2.2,-10,-0.1,-2
CCOC(=O)c1sc(NC(=O)CSc2nnc(CNC(=O)c3ccccc3F)n2C2CCCCC2)c(C(=O)OCC)c1C,-0.1,7,0.1,8
Cc1ccc(N2C(=O)C(C(C)C)NC2=S)cc1 (configuration not stated),-1.4,-3,0.1,23
Cc1ccccc1CSCC(=O)N1CCN(c2ccccc2)CC1,1.0,-4,0.1,-4
COc1cc2ccccc2cc1C(=O)Nc1cc(Cl)cc(Cl)c1,0.2,8,0.1,-6
CC(NC(=O)/C(=C\C=C\c1ccccc1)NC(=O)c1ccccc1)c1ccccc1 (configuration not stated),0.5,-5,-0.2,6
CC(=O)c1ccc(NC(=O)C2CCN(c3c(N4CCCC4)c(=O)c3=O)CC2)cc1,-0.9,10,-0.2,2
Cc1ccc2nc3c(cc2c1)CN(Cc1cccnc1)C(=O)CO3,-1.6,-6,0.2,-11
COC(=O)c1cc(NS(=O)(=O)c2ccc(NC(C)=O)c(Cl)c2)cc(C(=O)OC)c1,2.6,-6,-0.1,-8
NC(=O)c1cc(Cl)c(C(=O)O)[nH]c1=O,2.4&-1.3,-4&6,-0.7&0.2,12&11
CCOC(=O)C1=C(C)NC2=C(C(=O)C(C(=O)OCC)C(c3ccccc3OC)C2)C1c1cccc(Oc2ccccc2)c1 (configuration not stated),1.3,12,0.3,10
CCOCCOC(=O)C1=C(C)NC2=C(C(=O)CC(c3ccc(Cl)cc3)C2)C1c1cc2c(cc1Cl)OCO2 (configuration not stated),0.8,4,0.0,-7
Cc1cc(C)cc(NC(=O)c2ccc(N3C(=O)c4ccccc4C3=O)cc2)c1,-1.3,-4,0.2,8
Cc1ccc(S(=O)(=O)N(CC(O)Cn2c3ccc(Cl)cc3c3cc(Cl)ccc32)c2ccc(F)cc2)cc1 (configuration not stated),-0.3,-10,0.2,3
Cc1ccc(S(=O)(=O)N2CCc3cc(NC(=O)c4ccccc4)ccc32)cc1,-1.8,-14,-0.1,2
CCc1ccc(NC(=O)c2ccc(S(=O)(=O)N3CCCCC3C)cc2)cc1 (configuration not stated),-0.2,11,0.1,10
COc1cc(NC(=O)c2cccc([N+](=O)[O-])c2C)ccc1NC(=O)C(C)C,2.1,9,0.5,0
COC(=O)c1cc(OC)c(OC)cc1NC(=O)Nc1cccc(C(F)(F)F)c1,-0.9,11,-0.1,0
Cc1c(Br)ccc(NC(=O)C2CC(=O)N(C(C)c3ccccc3)C2)c1C (configuration not stated),-0.4,4,0.0,-15
CCOC(=O)Cn1c(-c2cccnc2Cl)nc2ccccc21,0.0,-5,-0.1,7
CC1CCCN(C(=O)c2cnc(N3CCN(c4ncccn4)CC3)c3ccccc23)C1 (configuration not stated),1.9,3,0.0,-1
O=C(CCN1CCOCC1)NNC(=S)NC(=O)c1cccc([N+](=O)[O-])c1,2.7,-14,-0.2,-3
O=C(CCc1nnc(CCCCc2ccccc2)o1)N1CCSCC1,0.8,-12,-0.1,-1
# (more compounds)
SMILES,GPR151 activ,TEAD-YAP inh,FBW7 activator,MITF primary
CCCCOc1cccc(NC(=O)c2ccccc2OC)c1,-1.0,-2,0.1,9
CN1/C(=C\C(=O)COC(=O)c2ccc(Cl)cc2N)C(C)(C)c2ccccc21,-0.7,-3,-0.1,14
Cc1ccc(C(=O)c2cc(F)c(N3CCOCC3)cc2Cl)cc1C,0.6,4,-0.4,0
Cn1nccc1Nc1nc(NCCCN2CCCC2=O)c2[nH]cnc2n1,-1.8,0,0.2,12
CN1CCN(c2ccc([N+](=O)[O-])cc2C(=O)c2ccc(Cl)cc2)CC1,1.6,41*,-0.1,-8
CCc1ccc(OCC(=O)N(Cc2nc(-c3ccc(OC)cc3)no2)C(C)C)cc1,-1.1,-1,0.4,6
Cc1c(C(=O)OC2CCCCC2=O)cccc1[N+](=O)[O-] (configuration not stated),0.5,4,-0.3,-13
O=C1/C(=C\c2cccc(F)c2)SC(=S)N1C1CCS(=O)(=O)C1 (configuration not stated),2.8,12,-0.1,10
Nc1ccc2nsnc2c1[N+](=O)[O-],-0.1,3,-0.1,3
C=CCn1c(SCC(=O)Nc2c(C)cccc2C)nnc1-c1cccnc1,0.7,21,0.0,2
C=CCNc1nc(C)nc2c1nnn2Cc1ccccc1,0.3,-16,0.0,5
CCCCC1CN(CCC(=O)NCc2c(C)nn(CC)c2C)Cc2ccccc2O1 (configuration not stated),7.5*,6,-0.1,7
CC(=O)Nc1nonc1-c1nc2ccccc2n1Cc1ccccc1C,-0.4,-7,0.0,5
CN(C)c1ccc(/C=C2\C(=O)ON=C2c2ccccc2)cc1[N+](=O)[O-],5.8*,-2,0.1,72*
Nc1ccc(S(=O)(=O)Nc2nccc(/C=C/c3cccc([N+](=O)[O-])c3)n2)cc1,-1.3,-7,-0.1,3
O=C(NCCc1nnc2n1CCN(Cc1ccc3ccccc3c1)CC2)C1CCCCC1,-1.3,15,0.3,17
O=C(CCCCCn1c(SCc2ccccc2F)nc2ccsc2c1=O)NCCc1ccccc1,-0.2,-25,-0.5,1
O=C(Cc1ccc(N2CCC(NCC3CCCO3)CC2)cc1)NCc1ccccc1 (configuration not stated),0.7,7,0.1,6
CC(C)n1c(=O)c2oc3ccccc3c2n(Cc2ccccc2)c1=O,0.1,2,-0.1,-1
COCCN1C(=O)C(=O)/C(=C(/O)c2ccc(OC)c(C)c2)C12C(=O)N(C)c1ccccc12 (configuration not stated),0.2,3,0.0,8
CC1(C(=O)O)CCC(C(=O)NNC(=O)C2CC2c2ccccc2)C1(C)C (configuration not stated),-0.9,-6,-0.2,10
CCCn1c(C(Cc2ccccc2)NC(C)=O)nc2ccccc21 (configuration not stated),0.4,1,-0.1,6
Cc1cc(NC(=O)CSc2nnc3n(CC(=O)N4CCCC4)c4ccccc4n23)no1,1.2,1,0.8,11
CC(OC(=O)c1ccc(Cl)nc1)C(=O)NC1CCCCC1 (configuration not stated),-0.1,2,0.0,19
Cc1nn(-c2ccccc2)c(Cl)c1CNCc1ccccc1,-0.8,-12,-0.2,33

# A section of the results above, for reference:
SMILES,GPR151 activ,TEAD-YAP inh,FBW7 activator,MITF primary
CCCCOc1cccc(NC(=O)c2ccccc2OC)c1,-1.0,-2,0.1,9
CN1/C(=C\C(=O)COC(=O)c2ccc(Cl)cc2N)C(C)(C)c2ccccc21,-0.7,-3,-0.1,14
Cc1ccc(C(=O)c2cc(F)c(N3CCOCC3)cc2Cl)cc1C,0.6,4,-0.4,0
Cn1nccc1Nc1nc(NCCCN2CCCC2=O)c2[nH]cnc2n1,-1.8,0,0.2,12
CN1CCN(c2ccc([N+](=O)[O-])cc2C(=O)c2ccc(Cl)cc2)CC1,1.6,41*,-0.1,-8
CCc1ccc(OCC(=O)N(Cc2nc(-c3ccc(OC)cc3)no2)C(C)C)cc1,-1.1,-1,0.4,6
Cc1c(C(=O)OC2CCCCC2=O)cccc1[N+](=O)[O-] (configuration not stated),0.5,4,-0.3,-13
O=C1/C(=C\c2cccc(F)c2)SC(=S)N1C1CCS(=O)(=O)C1 (configuration not stated),2.8,12,-0.1,10
Nc1ccc2nsnc2c1[N+](=O)[O-],-0.1,3,-0.1,3
C=CCn1c(SCC(=O)Nc2c(C)cccc2C)nnc1-c1cccnc1,0.7,21,0.0,2
C=CCNc1nc(C)nc2c1nnn2Cc1ccccc1,0.3,-16,0.0,5
CCCCC1CN(CCC(=O)NCc2c(C)nn(CC)c2C)Cc2ccccc2O1 (configuration not stated),7.5*,6,-0.1,7

# Additional compounds:
SMILES,GPR151 activ,TEAD-YAP inh,FBW7 activator,MITF primary
COc1ccc(C(=O)CSc2nc(-c3cccs3)ccc2C#N)cc1OC,-1.2,8,0.4,-17
NC(=O)c1ccccc1NC(=O)C1CC1,-1.3,8,-0.1,-4
COc1ccc2c(c1)c1n[nH]c(=S)nc1n2C,3.5,-1,0.1,4
CCOc1ccc(NC(=O)CN(C)S(=O)(=O)c2ccc(-c3cc(C)no3)cc2)cc1,0.9,-6,0.0,-3
O=C(NC(=S)Nc1ccccn1)c1cccc(I)c1,0.5,-52,-0.1,-4
S=c1[nH]cnc2sc3c(c12)CCC3,2.8,6,-0.3,-8
CCOC(=O)CSc1ccc(C(=O)NCCN2CCOCC2)cc1[N+](=O)[O-],-1.1,-3,0.2,2
COc1cc(OC)cc(C(=O)OCCN=C2NS(=O)(=O)c3ccccc32)c1,-0.1,-8,-0.1,-6
CC(c1ccccc1)C1CC(=O)N(Cc2ccccc2)C1=O (configuration not stated),22*,4,0.0,-1
CCn1c2ccccc2n2c(=O)n(CC(=O)N3CCC(C(N)=O)CC3)nc12,0.6,-9,-0.1,-3
CS(=O)(=O)c1ncc(Cl)c(C(=O)N(Cc2ccccc2)c2ccccn2)n1,-0.6,-24,-0.2,4
CS(=O)(=O)N(CC(=O)Nc1cc(Cl)ccc1Cl)c1cccc2ccccc12,1.4,-3,0.0,9
Cc1ncc2c(c1CNC(=O)c1ccoc1C)CCN(C(=O)c1cccc(F)c1F)C2,1.1,12,0.0,12
CCOc1ccc2nc(SCC(=O)Nc3ccc(F)cc3)sc2c1,-1.0,-6,0.1,4
Clc1ccccc1CSc1nnc2nc[nH]n12,1.9,3,0.2,10
Cc1ccc(C)c(Cc2c(C)nc3nc(SCC(=O)Nc4ccc(Br)cc4)nn3c2C)c1,0.4,2,0.0,-8
Cc1ccc(NC(=O)c2ccc(-c3cccc([N+](=O)[O-])c3)o2)cc1-c1nc2ncccc2o1,-0.9,-11,0.0,-5
O=C(N[C@H]1C[C@H]2C(=O)N3CCC[C@@H]3C(=O)N2C1)OCc1ccccc1,-0.6,1,0.4,29
NNC(=O)/C=C/c1ccc(Cl)cc1Cl,0.9,4,0.1,-8
Cc1ccc(C)c(N2C(=O)c3ccc(C(=O)OCC(=O)c4ccccc4)cc3C2=O)c1,0.7,17,-0.1,6
CC[C@@H]1NC(=O)[C@@H]2C[C@H](NCc3cccc(F)c3)CN2C1=O,-0.2,7,-0.1,-7
Cc1ccc(-c2nc3n(c2CNC(=O)c2cccc(C)c2C)CCS3)cc1,2.2,-9,0.0,10
CS(=O)(=O)Nc1cccc(-c2cnn3c(N4CCC(O)CC4)ccnc23)c1,-0.8,-32,-0.1,12
CCOC(=O)C(NC(=O)c1cccc(F)c1)(Nc1sc2c(c1C#N)CCCC2)C(F)(F)F (configuration not stated),1.0,-2,0.1,9
CC(=O)N1CCC(N(C(=O)CCC(=O)NCc2ccccn2)C2CC2)CC1,2.1,9,-0.2,2

# From PubChem BioAssay
